Source: PubChem BioAssay (The Scripps Research Institute Molecular Screening Center)
MITF inh – human MITF inhibition, primary screen. O75030. inhibition, % at 2.6 µM. actives 0.91% (n = 650,000). AlphaScreen MITF homodimerization, bead proximity signal; in the data active = inhibition above about 50%;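 note: 0% = vehicle wells with protein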
FBW7 act – activators of human E3 ligase FBW7 | Q969H0 | AlphaScreen FBW7–phospho-cyclin E peptide binding, activator screen | normalized activity (activation), % at 26.1 µM | actives 0.13% (n = 650,000) | AID 1259310; in the data active = normalized activity above about 1.9%;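 note: purified mutant Fbw7 with reduced substrate affinity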
Target sequence (Q969H0 whole entry, looked up): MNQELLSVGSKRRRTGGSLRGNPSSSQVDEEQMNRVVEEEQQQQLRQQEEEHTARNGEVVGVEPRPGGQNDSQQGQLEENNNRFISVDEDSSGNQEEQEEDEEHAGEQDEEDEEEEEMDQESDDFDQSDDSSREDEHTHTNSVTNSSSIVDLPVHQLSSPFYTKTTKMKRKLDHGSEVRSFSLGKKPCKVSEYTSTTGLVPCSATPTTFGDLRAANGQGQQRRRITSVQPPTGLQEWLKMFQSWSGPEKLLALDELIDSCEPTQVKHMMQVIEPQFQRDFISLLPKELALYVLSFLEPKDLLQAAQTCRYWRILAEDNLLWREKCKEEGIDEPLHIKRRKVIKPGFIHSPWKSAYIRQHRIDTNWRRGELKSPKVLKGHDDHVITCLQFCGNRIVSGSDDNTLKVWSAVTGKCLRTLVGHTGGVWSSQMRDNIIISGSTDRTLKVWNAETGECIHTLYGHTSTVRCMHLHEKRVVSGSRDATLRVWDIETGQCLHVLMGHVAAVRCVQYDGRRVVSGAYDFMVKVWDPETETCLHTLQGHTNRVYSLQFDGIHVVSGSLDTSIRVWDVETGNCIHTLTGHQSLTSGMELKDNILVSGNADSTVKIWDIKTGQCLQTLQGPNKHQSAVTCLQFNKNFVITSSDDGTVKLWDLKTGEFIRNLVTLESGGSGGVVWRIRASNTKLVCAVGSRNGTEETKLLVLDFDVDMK
TEAD-YAP block – TEAD-YAP interaction inhibition; HEK-TIYL cells, TEAD-Gal4/YAP UAS-luciferase luminescence; inhibition, % at 9.12 µM; actives 1.4% (n = 640,000); AID 1259422; in the data active = inhibition above about 32%;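 note: 0% = median of test compound wells and 100% = reference inhibitor wells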
GPR151 ag – activates the human receptor GPR151; Q8TDV0; PathHunter beta-arrestin GPR151 cells, luminescence; activation, % at 11.2 µM; actives 1% (n = 650,000); AID 1508602; in the data active = activation above about 4.9%;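 note: 0% = median of compound wells and 100% = cells with positive control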
Target sequence (Q8TDV0 whole entry, looked up): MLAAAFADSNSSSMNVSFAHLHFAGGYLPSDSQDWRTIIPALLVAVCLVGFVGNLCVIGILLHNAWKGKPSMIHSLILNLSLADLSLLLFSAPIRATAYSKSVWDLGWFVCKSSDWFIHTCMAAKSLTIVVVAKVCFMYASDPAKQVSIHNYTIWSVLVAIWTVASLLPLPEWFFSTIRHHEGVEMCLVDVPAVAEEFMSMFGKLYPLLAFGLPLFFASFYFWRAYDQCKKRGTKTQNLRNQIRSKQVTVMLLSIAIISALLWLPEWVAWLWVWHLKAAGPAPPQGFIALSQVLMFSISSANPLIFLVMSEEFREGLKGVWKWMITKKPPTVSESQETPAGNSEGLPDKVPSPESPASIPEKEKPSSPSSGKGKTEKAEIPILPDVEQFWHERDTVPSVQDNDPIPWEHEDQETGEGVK
The depositor's hits bear a star. Hits appear at their usual frequency, and some 3.5% of all compounds hit somewhere here.

How did CCC(C)NC(=O)CCC(=O)Nc1ccc2nc(N3CCOCC3)cc(C)c2c1 (stereo not drawn) do in these assays?
MITF inh: 17; FBW7 act: 0.1; TEAD-YAP block: -31; GPR151 ag: -0.4

How did O=S(=O)(Nc1ccc(S(=O)(=O)Nc2cccc3ccccc23)cc1)c1ccc2c(c1)OCCO2 do in these assays?
MITF inh: 17; FBW7 act: 0.2; TEAD-YAP block: 11; GPR151 ag: -0.1

Results for CC(=O)Nc1ccc(Nc2nc(Nc3ccc(-n4ccnc4)cc3)nc3c2ncn3-c2ccccc2)cc1 ?
MITF inh: 10; FBW7 act: -0.2; TEAD-YAP block: 52*; GPR151 ag: 1.8

What do the screens show for `COc1ccccc1Nc1cnn(C23CC4CC(CC(C4)C2)C3)c(=O)c1Cl`?
MITF inh: -5; FBW7 act: -0.3; TEAD-YAP block: -6; GPR151 ag: 0.8

How did CCc1ccc(OCCCCCNCCO)cc1 do in these assays?
MITF inh: 8; FBW7 act: 0.0; TEAD-YAP block: -27; GPR151 ag: 0.2

How did Cc1nn(CCCC(=O)NCCC(C)C)c(=O)c2nccn12 do in these assays?
MITF inh: 11; FBW7 act: 0.1; TEAD-YAP block: 2; GPR151 ag: -1.0

How did COCCNc1nc(-c2cccc(OC)c2)ccc1C(=O)N1CCN(C)CC1 do in these assays?
MITF inh: 1; FBW7 act: 0.0; TEAD-YAP block: -16; GPR151 ag: -0.5

Results for O=S(=O)(CCc1nnc(-c2ccccc2)o1)c1ccc(Br)cc1 ?
MITF inh: -2; FBW7 act: -0.4; TEAD-YAP block: 4; GPR151 ag: 1.7

What do the screens show for `CC1=C(C(=O)OCC2CCCO2)C(c2ccc(Cl)c(Cl)c2)C2=C(CCCC2=O)N1` (stereo not drawn)?
MITF inh: -22; FBW7 act: 0.3; TEAD-YAP block: 19; GPR151 ag: -0.1

How did O=C(Cn1cc(NC(=O)c2ccccc2F)cn1)NCC1(c2ccccc2)CCOCC1 do in these assays?
MITF inh: 13; FBW7 act: 0.0; TEAD-YAP block: 0; GPR151 ag: 0.3

Results for CCOc1cc(C(=O)NCc2n[nH]c(=S)n2-c2cccc(Cl)c2)cc(OCC)c1OCC ?
MITF inh: -8; FBW7 act: -0.1; TEAD-YAP block: -3; GPR151 ag: 0.0

Results for Cc1cc(/C=N/NC(=O)c2ccncc2)c(C)n1-c1cccc([N+](=O)[O-])c1 ?
MITF inh: 7; FBW7 act: -0.1; TEAD-YAP block: 3; GPR151 ag: 1.4

How did Cc1ccnc(SCC(=O)c2ccccc2Br)n1 do in these assays?
MITF inh: -1; FBW7 act: 0.2; TEAD-YAP block: -28; GPR151 ag: 0.2

Results for CC(=O)Nc1c2c(nn1-c1cccc(Cl)c1)CS(=O)(=O)C2 ?
MITF inh: 7; FBW7 act: 0.1; TEAD-YAP block: 11; GPR151 ag: -1.5

Results for CC1(C)CC(=O)C2(Cc3cc([N+](=O)[O-])ccc3N3CCCC32)C(=O)C1 (stereo not drawn) ?
MITF inh: 6; FBW7 act: 0.0; TEAD-YAP block: 4; GPR151 ag: -0.7

How did Cc1ccc(NC(=S)NC(=O)c2ccccc2Cl)nc1 do in these assays?
MITF inh: -7; FBW7 act: 0.0; TEAD-YAP block: -55; GPR151 ag: -0.2

How did CCCS(=O)(=O)Nc1ccc2c(c1)N(S(=O)(=O)CC)CCC2 do in these assays?
MITF inh: 16; FBW7 act: 0.1; TEAD-YAP block: 2; GPR151 ag: 0.3

How did Fc1ccc(C2CC(c3cccs3)=NN2c2nc(-c3ccc(I)cc3)cs2)cc1 (stereo not drawn) do in these assays?
MITF inh: -4; FBW7 act: -0.1; TEAD-YAP block: 4; GPR151 ag: 1.4

How did COc1ccccc1OCc1nnc(SCC(=O)Nc2cc(F)ccc2C)n1C do in these assays?
MITF inh: 4; FBW7 act: 0.3; TEAD-YAP block: 3; GPR151 ag: 1.0

How did CCCOc1ccc(C(=O)Nc2ccc(-c3nc4cc(CC)ccc4o3)cc2)cc1 do in these assays?
MITF inh: 15; FBW7 act: 0.4; TEAD-YAP block: -1; GPR151 ag: 0.0

Results for COc1ccc(CCNC(=O)CCc2c(C)nc3nc(CN)nn3c2C)cc1OC ?
MITF inh: 47; FBW7 act: -0.1; TEAD-YAP block: -8; GPR151 ag: -4.0

How did OC[C@H]1O[C@@H](n2cnc3c2NC=NC[C@H]3O)C[C@@H]1O do in these assays?
MITF inh: 18; FBW7 act: 0.4; TEAD-YAP block: -5; GPR151 ag: 0.2

How did Cc1cc(C)nc(SCc2cc(=O)c(OC(=O)c3ccc(Br)cc3)co2)n1 do in these assays?
MITF inh: 9; FBW7 act: -0.1; TEAD-YAP block: 0; GPR151 ag: 1.2

Results for COc1cc(C(=O)OCn2c(SC)nnc(C)c2=O)c([N+](=O)[O-])cc1OC ?
MITF inh: -1; FBW7 act: 0.0; TEAD-YAP block: -3; GPR151 ag: -1.2

What do the screens show for `COc1ccc(N(Cc2nnc3n2CCCCC3)C(=O)Nc2ccc(C)cc2)c(OC)c1`?
MITF inh: 13; FBW7 act: 0.7; TEAD-YAP block: 13; GPR151 ag: -1.5

What do the screens show for `CCN1c2ncccc2C(=O)NC12CCN(Cc1cccc(Cl)c1)CC2`?
MITF inh: -23; FBW7 act: 0.0; TEAD-YAP block: -15; GPR151 ag: -0.5

What do the screens show for `Cc1ccc(NC(=O)/C(=C/c2cccc([N+](=O)[O-])c2)NC(=O)c2ccccc2Br)cc1`?
MITF inh: 0; FBW7 act: 0.1; TEAD-YAP block: 1; GPR151 ag: 2.4

How did Cn1c(=O)n(C)c2cc(Nc3nc4ccc(Cl)cc4n4nnnc34)ccc21 do in these assays?
MITF inh: -2; FBW7 act: 0.0; TEAD-YAP block: 2; GPR151 ag: -0.3

Results for O=C(O)CCC(=O)NCCc1csc(-c2cccnc2)n1 ?
MITF inh: 5; FBW7 act: -0.1; TEAD-YAP block: -7; GPR151 ag: -0.8

Results for O=C(NCc1ccco1)c1ccc(NS(=O)(=O)c2cccc(C(F)(F)F)c2)cc1 ?
MITF inh: 4; FBW7 act: 0.4; TEAD-YAP block: -1; GPR151 ag: 1.6

Next part (three carried over from the part before).
How did Cn1c(=O)n(C)c2cc(Nc3nc4ccc(Cl)cc4n4nnnc34)ccc21 do in these assays?
MITF inh: -2; FBW7 act: 0.0; TEAD-YAP block: 2; GPR151 ag: -0.3

Results for O=C(O)CCC(=O)NCCc1csc(-c2cccnc2)n1 ?
MITF inh: 5; FBW7 act: -0.1; TEAD-YAP block: -7; GPR151 ag: -0.8

Results for O=C(NCc1ccco1)c1ccc(NS(=O)(=O)c2cccc(C(F)(F)F)c2)cc1 ?
MITF inh: 4; FBW7 act: 0.4; TEAD-YAP block: -1; GPR151 ag: 1.6

How did c1ccc(OCCNc2nc(Nc3ccc4ncccc4c3)nc3c2ncn3-c2ccsc2)cc1 do in these assays?
MITF inh: 3; FBW7 act: 0.1; TEAD-YAP block: 14; GPR151 ag: 2.8

How did COc1ccc(OCc2cc(C(=O)NCC3CCCCO3)no2)c(Cl)c1 (stereo not drawn) do in these assays?
MITF inh: -2; FBW7 act: -0.1; TEAD-YAP block: -41; GPR151 ag: -0.9

Results for Cc1ccc(-c2csc3ncn(CC(=O)N4CCC(C)CC4)c(=O)c23)cc1 ?
MITF inh: 11; FBW7 act: 0.1; TEAD-YAP block: 5; GPR151 ag: -0.5

Results for CC(=O)[C@@H]1[C@@H](c2ccc(F)cc2)C(C#N)(C#N)[C@H]2C=Cc3ccccc3N12 ?
MITF inh: 13; FBW7 act: 0.5; TEAD-YAP block: 5; GPR151 ag: -1.5

How did O=C(CNC(=O)c1ccc(Br)cc1)OC1CCOC1=O (stereo not drawn) do in these assays?
MITF inh: 2; FBW7 act: -0.1; TEAD-YAP block: 0; GPR151 ag: -1.3

What do the screens show for `N/C(=N\OC(=O)Oc1ccccc1)c1cccc([N+](=O)[O-])c1`?
MITF inh: 13; FBW7 act: 0.6; TEAD-YAP block: 3; GPR151 ag: -2.1

Results for COc1cccc(C(c2sc3ncnn3c2O)N2CCC(C(N)=O)CC2)c1 (stereo not drawn) ?
MITF inh: -6; FBW7 act: -0.1; TEAD-YAP block: 0; GPR151 ag: -0.6

What do the screens show for `CCC(=O)N1CCc2cc(S(=O)(=O)N(C)c3cc(C)ccc3C)ccc21`?
MITF inh: -12; FBW7 act: -0.1; TEAD-YAP block: 3; GPR151 ag: -0.6

What do the screens show for `Cc1nn2c3ccccc3nc2n1CCN1CCOCC1`?
MITF inh: -1; FBW7 act: 0.0; TEAD-YAP block: 8; GPR151 ag: -1.1

Results for O=C1CN(C(=O)COC(=O)c2c3c(nc4ccccc24)CCCC3)c2ccccc2N1 ?
MITF inh: -9; FBW7 act: 0.2; TEAD-YAP block: -1; GPR151 ag: 1.5

What do the screens show for `CCCc1nc2sc3c(NCCC(C)C)ncnc3c2c2c1COC(C)(C)C2`?
MITF inh: 14; FBW7 act: 0.4; TEAD-YAP block: -5; GPR151 ag: 0.3

How did Cc1ccc(NC(=O)Cn2cnc3sc(C(=O)NCCC4=CCCCC4)c(C)c3c2=O)cc1Cl do in these assays?
MITF inh: -2; FBW7 act: -0.2; TEAD-YAP block: 0; GPR151 ag: 0.4

Results for Cc1cc(C)nc(N2CCC(C(=O)NNC(=O)c3ccncc3)CC2)n1 ?
MITF inh: 11; FBW7 act: 0.1; TEAD-YAP block: 1; GPR151 ag: 4.7

Results for Cc1ccc(S(=O)(=O)N2CCCCC2)cc1C(=O)NCCCO ?
MITF inh: 22; FBW7 act: 0.1; TEAD-YAP block: 2; GPR151 ag: 1.0

How did c1ccc(OCCNc2nc(-c3ccc(N4CCOCC4)nc3)nc3c2ncn3C2CCCCC2)cc1 do in these assays?
MITF inh: 1; FBW7 act: 0.0; TEAD-YAP block: -5; GPR151 ag: 1.4

Results for Cc1nc2sc(C(c3ccco3)N3CCN(c4ccccc4)CC3)c(O)n2n1 (stereo not drawn) ?
MITF inh: 7; FBW7 act: 0.1; TEAD-YAP block: -5; GPR151 ag: 0.2

Results for Nc1cc(=O)[nH]c(=S)n1-c1ccccc1Cl ?
MITF inh: -2; FBW7 act: -0.1; TEAD-YAP block: 1; GPR151 ag: 0.1

What do the screens show for `CCOCCN(CC)c1nccc(CN2CCc3c(nc(N4CCCC4)[nH]c3=O)C2)n1`?
MITF inh: 8; FBW7 act: 0.0; TEAD-YAP block: 2; GPR151 ag: 0.6

Results for CC1(C(=O)OCC(=O)c2ccc(Br)s2)CC1(Cl)Cl (stereo not drawn) ?
MITF inh: 17; FBW7 act: 1.2; TEAD-YAP block: -43; GPR151 ag: -0.6

How did Cc1cc(N2CCCC(C(=O)NCc3ccc4c(c3)OCO4)C2)n2ncnc2n1 (stereo not drawn) do in these assays?
MITF inh: 9; FBW7 act: 0.0; TEAD-YAP block: 4; GPR151 ag: -0.3

Results for COc1ccc(/C=C2/SC(=O)N(CCCC(=O)Nc3cccc(O)c3)C2=O)cc1 ?
MITF inh: -3; FBW7 act: 0.0; TEAD-YAP block: 66*; GPR151 ag: 0.4

How did O=C(Oc1cccc(N2C(=O)c3ccccc3C2=O)c1)c1cccc(S(=O)(=O)N2CCOCC2)c1 do in these assays?
MITF inh: 4; FBW7 act: 0.1; TEAD-YAP block: -7; GPR151 ag: 2.6

Results for CCN(c1ccccc1)S(=O)(=O)c1ccc2[nH]cc(C(=O)N3CCC(C)CC3)c(=O)c2c1 ?
MITF inh: 6; FBW7 act: -0.1; TEAD-YAP block: -11; GPR151 ag: -0.5

What do the screens show for `C=C(C)Cn1c(CCNC(=O)C(C)(C)C)nc2ccccc21`?
MITF inh: 1; FBW7 act: -0.3; TEAD-YAP block: -4; GPR151 ag: 0.5

What do the screens show for `CN(Cc1cccnc1)C(=O)CC1C(=O)NCCN1Cc1ccc(Cl)c(F)c1` (stereo not drawn)?
MITF inh: 5; FBW7 act: 0.2; TEAD-YAP block: -4; GPR151 ag: 0.7

How did Cc1cccc(NC(=O)N2CC3C=CC2C3)c1 (stereo not drawn) do in these assays?
MITF inh: 25; FBW7 act: 0.1; TEAD-YAP block: 0; GPR151 ag: -1.3

Results for Cc1ccc2cnn(CC(=O)NCc3ccccc3Cl)c2c1 ?
MITF inh: 6; FBW7 act: 0.6; TEAD-YAP block: -23; GPR151 ag: -0.2

How did CC(C)(C)c1ccc(C(=O)Nc2c3c(nn2C(C)(C)C)CSC3)cc1 do in these assays?
MITF inh: 17; FBW7 act: 0.0; TEAD-YAP block: -2; GPR151 ag: 0.2

What do the screens show for `CCOc1ccc(Nc2nc(-c3ccccn3)cs2)cc1`?
MITF inh: 9; FBW7 act: -1.8; TEAD-YAP block: 16; GPR151 ag: -3.9

Results for COc1cccc(CC2CC(=O)N(CCc3ccc4c(c3)OCO4)C2=O)c1 (stereo not drawn) ?
MITF inh: 3; FBW7 act: 0.2; TEAD-YAP block: 4; GPR151 ag: -0.4

What do the screens show for `COc1ccc2c(c1)C(=NO)c1cc(OC)ccc1-2`?
MITF inh: 12; FBW7 act: -0.1; TEAD-YAP block: -17; GPR151 ag: -0.1

How did CCOC(=O)CCN(Cc1ccccc1F)S(=O)(=O)c1cccc(Cl)c1Cl do in these assays?
MITF inh: 10; FBW7 act: 0.2; TEAD-YAP block: -4; GPR151 ag: -0.4

Gathered by group: those above with a tert-butyl group.
What do the screens show for `C=C(C)Cn1c(CCNC(=O)C(C)(C)C)nc2ccccc21`?
MITF inh: 1; FBW7 act: -0.3; TEAD-YAP block: -4; GPR151 ag: 0.5

How did CC(C)(C)c1ccc(C(=O)Nc2c3c(nn2C(C)(C)C)CSC3)cc1 do in these assays?
MITF inh: 17; FBW7 act: 0.0; TEAD-YAP block: -2; GPR151 ag: 0.2
